HCMV inh: inhibitors of human cytomegalovirus | HFF cells, HCMV-luciferase reporter, 72 h; hits give low values | activity change, negative = inhibition, % at 57.5 µM | 4.5% of 410,000 active | AID 1259415; in the data active means activity change below about -60%; inconclusive means no clear call, values can overlap the other calls; inactive means above about -39%
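HFF cells seeded 16 h at 37C, treated with compounds, infected with luciferase-reporter HCMV at MOI 1 PFU/cell; luciferase read at 72 h post infection, normalized to buffer-only and Salinomycin controls.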
AmpC detergent: AmpC beta-lactamase inhibition with detergent present. AmpC hydrolysis of nitrocefin, absorbance 480 nm, 0.01% Triton. Potency, µM (doses to about 114 µM), for inactives: at the top dose activity change, negative = inhibition, usual class: inhibitors. 0.041% of 370,000 active. AID 485294; active means well fitted inhibition curve with a large enough effect; inconclusive means small, poorly fitted or top-dose-only effect;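 further: potency means the concentration at half of the fitted maximal effect; 0% = no-compound wells and -100% = no-enzyme wells; nearly all actives have a fitted effect of over 25% in size; some results filed as inactive show a strong effect at the top dose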
Target sequence (P00811 whole entry, looked up): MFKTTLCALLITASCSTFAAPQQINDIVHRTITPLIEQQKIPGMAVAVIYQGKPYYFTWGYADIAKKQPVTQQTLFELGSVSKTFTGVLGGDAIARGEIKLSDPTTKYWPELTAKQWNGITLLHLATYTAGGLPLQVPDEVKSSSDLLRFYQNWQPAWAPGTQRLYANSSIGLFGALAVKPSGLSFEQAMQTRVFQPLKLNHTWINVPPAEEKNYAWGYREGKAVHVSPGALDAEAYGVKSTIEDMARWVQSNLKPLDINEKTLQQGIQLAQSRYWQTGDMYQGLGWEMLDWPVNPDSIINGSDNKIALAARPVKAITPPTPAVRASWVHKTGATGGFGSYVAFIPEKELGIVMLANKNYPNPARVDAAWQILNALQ
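20 mM phosphate pH 7.0 + 0.01% (detergent screen) or 0.0001% Triton X-100; 5.3 nM AmpC reagent; cpd preinc 15 min RT; nitrocefin (800 uM stock) to start; A480 q20 s × 4 min; Activity was normalised to no-enzyme and no-compound control wells.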
An asterisk follows results filed as active; u = inconclusive; + = active, no number. Unless noted, on the % scale 0 is the no-effect control and ±100 the full control effect. Not all compounds are listed (hit frequency here may not be typical).

SMILES	HCMV inh	AmpC detergent
COc1ccc(CCNC(=O)c2ccc3c(c2)N(Cc2ccc(Cl)cc2)CCS3)c(OC)c1	-5	-2%
COc1ccc(OC)c(NC(=O)c2noc3c2CCCC3)c1	13	20%
O=C(CCC1N=C2c3ccccc3N=C(SCc3ccccc3F)N2C1=O)NC1CCCCC1 (stereo not given)	-27	-5%
Cc1cccc(OC(=O)c2cc(-c3ccc4c(c3)OCCO4)on2)c1C	13	19%
CCN1c2ccccc2-c2nc(SCC(=O)Nc3c(C)cc(C)cc3C)ncc2S1(=O)=O	-14	0%
O=C(Nc1ccc2[nH]c(=O)c(=O)[nH]c2c1)c1cccc(F)c1	-9	4%
Cc1ccc(OCC(=O)N(Cc2nc(-c3ccccc3)no2)C(C)C)cc1C	-9	1%
CCOc1ccc(NC(=O)CSc2nnc(-c3ccc(C)cc3)c(-c3ccc(C)cc3)n2)cc1	-5	-4%
O=C(Nc1ccc(F)cc1F)c1cc2c(=O)n3ccccc3nc2s1	7	25%
COc1cccc(CNC(=O)CCc2cn(Cc3ccccc3Cl)c3ccccc23)c1	-22	-5%
Cc1ccccc1C(=O)Nc1cc2c(cc1N1CCOCC1)n(C)c(=O)n2C	38	18%
CC(C)CNC(=O)CCSc1nc(-c2ccc3c(c2)OCO3)cc(C(F)(F)F)n1	-8	-1%
COc1ccc(Cl)cc1Nc1ccc2cc(S(=O)(=O)N3CCCCC3)ccc2n1	-12	5%
Cc1nc2c(-c3ccccc3)c(C)nn2c(C)c1CCC(=O)NCc1ccc(Cl)cc1	9	6%
CCCNC(=O)C1CCN(c2nc3ccc(C)cc3[nH]2)CC1	+	-7%
COc1cc(CCNC(=O)c2ccc3c(c2)c(C)c(C)n3Cc2cccc(C)c2)cc(OC)c1OC	-36	0%
COc1ccc(NC(=O)C(=O)NCC(c2cccnc2)N2CCc3ccccc3C2)cc1 (stereo not given)	-10	-6%
O=C(CN1C(=O)COc2ccc(S(=O)(=O)Nc3ccccc3)cc21)NCc1ccccc1Cl	-106*	21%
CCCCn1c(=O)c2oc3ccccc3c2n(Cc2ccc(C)cc2)c1=O	13	10%
COc1cc(NC(=O)Nc2nnc(N3CCCCC3)s2)cc(OC)c1	1	-2%

Some values from the list.
`COc1cc(CCNC(=O)c2ccc3c(c2)c(C)c(C)n3Cc2cccc(C)c2)cc(OC)c1OC` in HCMV inh is listed with -36
`O=C(CCC1N=C2c3ccccc3N=C(SCc3ccccc3F)N2C1=O)NC1CCCCC1` (stereo not given) in HCMV inh is listed with -27
`O=C(Nc1ccc(F)cc1F)c1cc2c(=O)n3ccccc3nc2s1` in HCMV inh is listed with 7
`COc1ccc(OC)c(NC(=O)c2noc3c2CCCC3)c1` in HCMV inh is listed with 13
`COc1ccc(Cl)cc1Nc1ccc2cc(S(=O)(=O)N3CCCCC3)ccc2n1` in HCMV inh is listed with -12

The main list resumes, repeating the three entries before the break.
SMILES	HCMV inh	AmpC detergent
O=C(CN1C(=O)COc2ccc(S(=O)(=O)Nc3ccccc3)cc21)NCc1ccccc1Cl	-106*	21%
CCCCn1c(=O)c2oc3ccccc3c2n(Cc2ccc(C)cc2)c1=O	13	10%
COc1cc(NC(=O)Nc2nnc(N3CCCCC3)s2)cc(OC)c1	1	-2%
O=C(Nc1ccc(OC(F)(F)F)cc1)c1cc2c(=O)n3ccccc3nc2s1	-6	22%
CCOC(=O)C(CC)Sc1c(CC)cnc2c1c(=O)n(C)c(=O)n2C (stereo not given)	7	0%
CCOC(=O)c1ccc(NC(=O)CC2C(=O)N(c3cccc(OC)c3)C(=O)N2C2CCCCC2)cc1 (stereo not given)	-2	16%
CCc1ccc(C(=O)Nc2ccc3nn(-c4ccc(C)c(Cl)c4)nc3c2)cc1	32	-3%
COc1ccc(CNC(=O)CN2C(=O)CCn3nc(-c4ccccc4)cc32)c(OC)c1	6	22%
Cc1ccc(N(Cc2cccs2)C(=O)c2ccccc2[N+](=O)[O-])cc1	u	21%
O=C(Cc1cccs1)Nc1c(C(=O)Nc2ccc(F)cc2)oc2ccccc12	11	9%
Cc1ccc(OC(=O)CSc2nnc(-c3ccc4c(c3)OCO4)o2)cc1	5	17%
Cc1ccc(CSc2cn(CC(=O)N3CCCCC3)c3ccccc23)cc1	u	-5%
CCOC(=O)c1c(-c2ccccc2)oc2ccc(OCc3ccccc3Br)cc12	19	3%
COc1ccc(C2=C(C)C(N3CCC(C(=O)Nc4cc(C)ccc4C)CC3)=NS2(=O)=O)cc1	6	6%
CCc1c(C)c2ccc3c(c2oc1=O)CN(Cc1ccccc1)CO3	-25	5%
Cc1cc(C)c(NC(=O)Cn2c(=O)n(Cc3ccc(C(=O)NCc4ccc5c(c4)OCO5)cc3)c(=O)c3ccccc32)c(C)c1	-28	28%
COc1ccc(-c2nn(-c3ccc(C)c(Cl)c3)c3c2cnc2cc(OC)c(OC)cc23)cc1	2	7%
CCCOc1ccc(C2c3c(oc4ccccc4c3=O)C(=O)N2c2nc(C)c(C(=O)OCC)s2)cc1 (stereo not given)	11	10%
CCc1ccc(-n2nc3cc(C)c(NC(=O)c4cc(OC)cc(OC)c4)cc3n2)cc1	13	1%
Cc1cc(C)c2oc(C(=O)Nc3sc4c(c3C(=O)NCc3ccco3)CCCC4)cc(=O)c2c1	5	14%
COc1ccc(CNC(=O)C2CCN(Cc3nc(-c4ccc(OC)c(OC)c4)oc3C)CC2)cc1	16	1%
CC1CC(=O)N(CC(=O)Nc2ccc(OC(F)(F)F)cc2)c2ccccc2S1 (stereo not given)	10	12%
CCOc1cccc(C(=O)Nc2nc3c(s2)CC(C(C)(C)C)CC3)c1 (stereo not given)	-40	-2%
CC(=O)c1ccc(N2CCN(C(=O)Nc3cn(CC(C)C)c(=O)c4ccccc34)CC2)cc1	0	12%
COc1cc(C(=O)Nc2cc(C)ccc2OCc2cc(=O)n3cc(C)sc3n2)cc(OC)c1OC	-32	5%
Cc1c(C(=O)NCCc2ccc(S(N)(=O)=O)cc2)sc2nc3n(c(=O)c12)CCCC3	-4	-8%
COc1ccc(NC(=O)CCS(=O)(=O)c2nc(-c3cccs3)cc(C(F)(F)F)n2)cc1OC	-101*	5%
Cc1c(C(=O)N2CCC(C)CC2)c(S(=O)(=O)Nc2ccc(OC(F)(F)F)cc2)c(C)n1C	u	13%
COc1ccc(OC)c(C(=O)c2c(N)c(-c3nc(-c4ccc(C)c(C)c4)cs3)c3ccccn23)c1	2	17%
Cc1nn2c(=O)cc(COC(=O)c3ccc(NC(=O)c4cccs4)cc3)nc2s1	-100*	-2%
Cc1ccc2sc(N(Cc3cccnc3)C(=O)C3COc4ccccc4O3)nc2c1C (stereo not given)	0	4%
CCc1ccccc1NC(=O)c1cc2sc(Cl)cc2n1CC	-18	13%
Cc1cccc(CCNC(=O)c2cnc3c(C)cccn3c2=O)c1	87	4%
COc1cc2ccccc2cc1C(=O)Nc1ccc2oc(-c3ccc(F)cc3Cl)nc2c1	32	2%
CCc1cc2c(cc3c(=O)n(CC(=O)NCCOC)nc(CC)n32)s1	39	17%
Cc1ccc(CN2CCCN(CC(=O)Nc3ccc(C)cc3C)S2(=O)=O)cc1	0	15%
COc1ccc(Cc2c(C)nn(-c3nc(C)c(C(=O)Nc4ccc(C)cc4C)s3)c2C)cc1	9	16%
Cc1ccc(Cn2c(=O)n(Cc3ccccc3Cl)c(=O)c3ccccc32)cc1	-3	-3%
Cc1cccc(N(Cc2cc3ccccc3[nH]c2=O)C(=O)c2cccc(Cl)c2)c1	-8	-2%
Cc1ccc(Cl)cc1NC(=O)c1sc2nc(C)c(C)c(C)c2c1N	8	0%
CCCCN(CCCC)C(=O)C1CCN(S(=O)(=O)c2cccc3nsnc23)CC1	-19	-2%
Cc1ccc(OCC(=O)Nc2ccc3nc(SCc4ccccc4)sc3c2)cc1	9	4%
Cc1ccc(-n2c(=O)c3ccc(C(=O)NCc4ccccc4Cl)cc3n(CC(=O)Nc3cccc(Cl)c3)c2=O)cc1	-2	6%

The closing 3 entries of the part before lead into the next.
SMILES	HCMV inh	AmpC detergent
CCCCN(CCCC)C(=O)C1CCN(S(=O)(=O)c2cccc3nsnc23)CC1	-19	-2%
Cc1ccc(OCC(=O)Nc2ccc3nc(SCc4ccccc4)sc3c2)cc1	9	4%
Cc1ccc(-n2c(=O)c3ccc(C(=O)NCc4ccccc4Cl)cc3n(CC(=O)Nc3cccc(Cl)c3)c2=O)cc1	-2	6%
CCOc1ccccc1CNC(=O)c1sc2ncccc2c1-n1cccc1	-22	-4%
CCc1ccc(-n2c(=O)c3c4c(sc3n(CC(=O)NCCCOC)c2=O)CCCC4)cc1	1	17%
CC(=O)Nc1ccc(NC(=O)c2ccc3c(c2)N(Cc2cccc(Cl)c2)C(=O)c2ccccc2S3=O)cc1 (stereo not given)	-95*	-1%
COc1ccc(-c2nc(Cn3c(SCc4ccc(C)cc4)nc4cccnc43)c(C)o2)cc1OC	-98*	17%
Cc1ccc(NC(=O)CN2C(=O)COc3ccc(S(=O)(=O)Nc4ccccc4)cc32)c(C)c1	6	22%
Cc1ccc(Cl)cc1NC(=O)N1CCC(CN2CCc3ccccc3C2)CC1	81	3%
COc1ccc(CCNC(=O)c2ccc3c(c2)N(Cc2ccc(F)cc2)C(=O)c2ccccc2S3(=O)=O)cc1OC	-24	-12%
CCOC(=O)c1cc2c(=O)n3ccccc3nc2n(CCCOC)c1=NC(=O)c1cc2ccccc2o1	-4	6%
Cc1nc2ncnn2c(C)c1CCC(=O)NCc1ccccc1Cl	14	2%
CCOC(=O)c1c(NC(=O)COc2ccccc2)sc(C(C)=O)c1C	3	1%
CCn1cc(C(=O)OCC(=O)Nc2cc(OC)cc(OC)c2)c(=O)c2ccc(C)nc21	-37	10%
Cc1ccc2cccc(NC(=O)c3ccc(-c4cccc(Cl)c4Cl)o3)c2n1	-3	-1%
CCOc1ccc(NC(=O)c2c(NCc3cccnc3)sc3c2CCC(C)C3)cc1 (stereo not given)	21	2%
O=C(c1ccccc1Cl)N1CCCCC1CCN1CCOCC1 (stereo not given)	34	20%
Cc1ccc(C)c(Cn2c(=O)n(CCCCCC(=O)NCc3ccc4c(c3)OCO4)c(=O)c3sccc32)c1	-7	23%
CCc1nnc(SCc2ccc(F)cc2Cl)c2cc3sc(C)cc3n12	-5	21%
Cc1cc(C)c(NC(=O)C(C)n2c(=O)cc(C)c3c(C)nn(-c4ccccc4)c32)c(C)c1 (stereo not given)	-7	14%
Cc1ccc(-c2nc(CS(=O)CC(=O)NCCc3ccc(Cl)cc3)c(C)o2)cc1 (stereo not given)	-10	-4%
COc1ccc(Br)cc1CNC(=O)c1cc2c(=O)n(C)c3ccccc3c2s1	2	-3%
COc1ccccc1C(=O)N1CCCCC1CCN1CCOCC1 (stereo not given)	-38	28%
COC(=O)c1cc2oc3ccccc3c2n1CC(=O)Nc1ccc(C)c(F)c1	-18	15%
CCN(C(=O)CSc1nc2ccccc2n1CC(=O)NCc1ccc(OC)cc1)c1ccccc1	-19	7%
COc1ccc(NC(=O)Nc2cc(C(=O)NCc3ccc(C)cc3)ccc2N2CCCC2)cc1	10	5%
CCc1ccccc1NC(=O)CCc1c(C)nc2cc(-c3ccccc3)nn2c1C	-23	4%
COc1ccc(Cl)cc1NC(=O)CN1C(=O)C(C)(C)c2cc(S(=O)(=O)N3CCCCC3)ccc21	-9	4%
Cc1cccc(N2CCN(C(=O)CCn3c(=O)c4cccn4c4cccnc43)CC2C)c1 (stereo not given)	15	-14%
CCN1CCN(CCCNC(=O)Cn2nc(C)n3c(cc4c(OC)cccc43)c2=O)CC1	-35	16%
COc1ccc2oc(=O)c(-c3csc(/C(C#N)=C/c4ccc(F)cc4)n3)cc2c1	-12	16%
O=C(CSc1nccn1C1CCCC1)Nc1cc(C(F)(F)F)ccc1Cl	-88*	10%
Cc1cccc(N(C)S(=O)(=O)c2nnc(NC(=O)C(C)(C)C)s2)c1	23	12%
Cc1c(Cl)cccc1-n1ncc(C(=O)NCc2cccs2)c1C1CCN(C(=O)OC(C)(C)C)CC1	1	-3%
Cc1cc(C)n2c(Nc3ccccc3)c(-c3ccccc3)nc2n1	5	14%
Cc1nc2nc(C)c(NS(=O)(=O)c3ccc(F)cc3)c(=O)n2[nH]1	11	15%
CN(Cc1ccccc1)S(=O)(=O)c1ccc(NC(=O)c2cc(=O)c3ccccc3o2)cc1	-30	6%
N#C/C(=C\c1ccc(Cl)cc1)c1nc(-c2cc3ccccc3oc2=O)cs1	11	6%
O=C(CN1CCN(Cc2cccc(Cl)c2)C1=O)NCc1ccc(F)cc1	6	1%
Cc1ccc(C)c(NC(=O)Cn2c(-c3nonc3N)nc3ccccc32)c1	-6	12%
O=C(O)CC(NS(=O)(=O)c1ccc(Br)s1)c1ccccc1 (stereo not given)	12	-5%
Cn1c(=O)c2c(SCC(=O)NCc3ccc(F)cc3)nc(-c3ccccc3Cl)nc2n(C)c1=O	-1	-2%
CCOC(=O)Cn1c(=O)oc2cc(S(=O)(=O)Nc3ccccc3F)ccc21	-1	u
CCOc1ccc(CNC(=O)c2ccc(Sc3ccc(C)cc3)c(N)c2)cc1OC	-62*	-3%
CCOc1ccc(OCC)c(NC(=O)CN(c2ccc(C)cc2)S(=O)(=O)c2c(C)n[nH]c2C)c1	u	8%
O=C(Cn1ncc2c3ccccc3n(Cc3ccc(F)cc3)c2c1=O)NCc1ccccn1	-8	2%
CCNC(=O)c1ccc(CSc2nc3cccnc3n2Cc2ccc(OC)cc2)cc1	25	6%

Screening results as filed in PubChem BioAssay.
